# Screening results: PubChem BioAssay, The Scripps Research Institute Molecular Screening Center
# TAAR1 antagonist: human TAAR1 antagonism; Q96RJ0; CHO RD-HGA16 TAAR1, Fluo-8 calcium fluorescence, antagonist; inhibition, % at 3 µM; 360,000 tested, 1.5% active;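 active = inhibition above a per-plate cutoff, the mean inhibition of test compounds on that plate plus 3 SD, cut at about 49% in these data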;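 also: 0% = DMSO plus EC80 beta-PEA response and 100% = DMSO alone without agonist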
# Target sequence (Q96RJ0 whole entry, looked up): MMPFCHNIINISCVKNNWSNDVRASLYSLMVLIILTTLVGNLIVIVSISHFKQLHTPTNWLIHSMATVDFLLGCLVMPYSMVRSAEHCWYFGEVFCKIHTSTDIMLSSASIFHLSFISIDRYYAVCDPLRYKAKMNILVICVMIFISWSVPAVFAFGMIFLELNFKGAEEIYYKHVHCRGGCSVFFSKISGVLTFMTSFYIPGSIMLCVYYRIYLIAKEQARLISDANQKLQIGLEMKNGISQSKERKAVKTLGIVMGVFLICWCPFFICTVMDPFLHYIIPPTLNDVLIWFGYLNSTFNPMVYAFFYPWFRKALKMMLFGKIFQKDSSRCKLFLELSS
#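 test system = CHO RD-HGA16 cells bearing hTAAR1 | replication = singlicate | controls = DMSO-only wells and EC80 β-PEA-stimulated wells | reagent = EC80 β-phenethylamine stimulus | read-out basis = percent inhibition of PEA-evoked calcium signal, max/basal emission ratio | schedule = seeding 17-24 h prior, 75-min 37 °C, 30-min RT dye loading | signal = kinetic Fluo-8 calcium fluorescence measurement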
# CHO-K1 Ca PAM: counter-screen for M1 PAMs: effect in parental CHO-K1 cells | 360,000 tested, 0.02% active | AID 602247 | ATP EC20, Fluo-8 calcium fluorescence; 0% at ATP EC20, 100% at ATP max | activation, % at 3 µM;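 active = activation above the run cutoff, the mean activation of all test compounds plus 3 SD, cut at about 40% in these data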;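 also: peak over basal fluorescence ratio in a 140 s read after ATP addition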
# V1R ag counter: V1a receptor agonism, counter-screen for OXTR agonists; P37288; CHO-V1R cells, Fluo-8 calcium fluorescence, agonist mode; 0% DMSO, 100% 3 nM vasopressin; activation, % at 3 µM; 320,000 tested, 0.25% active;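 active = activation above the mean activation of all tested compounds plus 3 SD, per screening run, cut at about 20% in these data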;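 also: signal is peak over basal fluorescence ratio across a 100 second FLIPR read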
# M1 ag: activates human CHRM1 receptor; P11229; 360,000 tested, 0.33% active; CHO-K1 hM1, Fluo-8 calcium fluorescence, agonist mode; 0% DMSO, 100% acetylcholine EC100; AID 588814; activation, % at 3 µM;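 active = activation above the run's mean compound activation plus 3 SD, cut at about 16% in these data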;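 also: peak over basal fluorescence ratio within a 140 s kinetic read after compound addition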
# Target sequence (P11229 whole entry, looked up): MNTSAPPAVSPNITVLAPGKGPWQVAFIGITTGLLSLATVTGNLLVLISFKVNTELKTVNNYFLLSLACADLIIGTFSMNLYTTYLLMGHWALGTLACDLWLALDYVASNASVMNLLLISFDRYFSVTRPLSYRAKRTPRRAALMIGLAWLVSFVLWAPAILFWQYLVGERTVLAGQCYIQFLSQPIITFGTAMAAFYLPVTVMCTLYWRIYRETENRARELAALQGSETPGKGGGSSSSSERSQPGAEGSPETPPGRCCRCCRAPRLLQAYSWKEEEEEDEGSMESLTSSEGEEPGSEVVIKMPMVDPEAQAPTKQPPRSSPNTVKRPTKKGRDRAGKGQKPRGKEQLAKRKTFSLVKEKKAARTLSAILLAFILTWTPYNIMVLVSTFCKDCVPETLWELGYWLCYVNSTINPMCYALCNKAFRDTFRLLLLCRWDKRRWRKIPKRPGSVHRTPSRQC
# CHO-K1 Ca ag: counter-screen for M1 agonists: effect in parental CHO-K1 cells. Fluo-8 calcium fluorescence; scaled to maximal ATP response, vehicle zero. 360,000 tested, 0.48% active. activation, % at 3 µM. AID 602248; in the data active = activation above about 15%;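 also: untransfected CHO-K1 host cells lacking M1 receptor as counterscreen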
# CHO parental Ca: counter-screen for OX1R antagonists: effect in parental CHO cells | inhibition, % at 5.6 µM | 330,000 tested, 0.63% active | parental CHO-K1, ATP-induced calcium, Fluo-8 fluorescence | AID 463079;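 active = inhibition above that plate's mean sample inhibition plus 3 SD, cut at about 26% in these data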;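 also: 0% = ATP-challenged DMSO wells and 100% = DMSO wells without ATP; some compounds past the cut are filed as inactive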
#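 material = parental CHO cells | also added = ATP as calcium-mobilizing challenge | dosing = single point at 5.6 µM | detection = intracellular calcium via Fluo-8 no-wash fluorescent dye | read-out = % inhibition | benchmarks = low control ATP plus DMSO, high control DMSO only | repeats = one well per compound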
# CHO-K1 Ca antag: nonselective inhibitor or artifact in parental CHO-K1 cells; inhibition, % at 3 µM; 360,000 tested, 0.6% active; ATP-induced calcium, Fluo-8 fluorescence;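 active = inhibition above a per-plate cutoff, the plate's mean sample inhibition plus 3 SD, cut at about 24% in these data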;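 also: 0% = DMSO plus EC80 ATP and 100% = DMSO alone without ATP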
# OXTR potentiator: human OXTR potentiation | P30559 | activation, % at 3 µM | 320,000 tested, 0.061% active | CHO-OTR cells, Fluo-8 calcium fluorescence, potentiator mode; 0% = oxytocin EC15, 100% = EC100;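 active = activation above that plate's cutoff, the mean activation of tested compounds plus 3 SD, cut at about 6.6% in these data, passing the limit was not always enough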;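 also: 100% uses oxytocin at 75 nM as the full agonist control; some results filed as inactive read as strong as hits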
#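 System: human OTR in CHO cells; Also added: sub-maximal oxytocin, roughly EC15; Timing: compound 6 min at room temperature before oxytocin, 100 s read; Technique: Fluo-8 intracellular calcium fluorescence, ex 470-495, em 515-575 nm; Controls: oxytocin EC15 low and EC100 high; Replication: singlicate.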
# TAAR1 agonist: agonists of human TAAR1; CHO RD-HGA16 TAAR1, Fluo-8 calcium fluorescence; vehicle wells 0%, saturating PEA agonist 100%; activation, % at 3 µM; 360,000 tested, 0.99% active; AID 624467;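 active = activation above the mean activation of all test compounds in the run plus 3 SD, cut at about 38% in these data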
#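 Assay system – CHO-derived RD-HGA16 cells with stable Gα16 and human TAAR1 · Compound dosing – one-point dosing at 3 µM (nominal) · Incubation – 17-24 h seeding, 75 min 37 °C dye, 30 min RT · Measured by – kinetic Fluo-8 calcium fluorescence · Control set – DMSO vehicle as 0%, PEA at EC100 as 100% · Repeats – single well for each compound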
# The depositor's hits bear a star; . = not tested or not shown.
SMILES,TAAR1 antagonist,CHO-K1 Ca PAM,V1R ag counter,M1 ag,CHO-K1 Ca ag,CHO parental Ca,CHO-K1 Ca antag,OXTR potentiator,TAAR1 agonist
CCC1Oc2ccc(C)cc2N(CC(=O)NCc2ccccc2OC)C1=O (configuration not stated),6,11,-1.5,-5,0.3,-5,-6,-2,1
CCC1(C)CN=C(c2ccccc2)NC1 (configuration not stated),-20,24,.,-8,0.2,.,-2,.,1
CCOc1nc(S(=O)(=O)c2ccc(C)cc2)c(Cl)s1,6,1,-1.0,-11,-0.5,-13,-15,-2,6
Cn1c(=O)c2c(nc(CN3CCOCC3)n2CCN2CCOCC2)n(C)c1=O,.,15,-0.1,-1,0.5,0,-9,-1,.
COc1ccc(NC(=S)NC23CN4CN(CN(C4)C2)C3)cc1,5,22,0.0,9,1.0,2,-2,-11,1
O=C1CC(c2ccccc2)CN1C(=O)c1ccccc1 (configuration not stated),-4,-1,-0.4,-3,0.4,-8,-3,-11,13
CC(C)(C)c1nc(NC(=O)Nc2ccccc2)sc1Br,24,1,5.8,-1,12,47*,20,-13,10
O=C(NC(NC(=S)Nc1c(Cl)cc(Cl)cc1Cl)C(Cl)(Cl)Cl)OCc1ccccc1 (configuration not stated),31,2,4.2,-6,0.6,-17,8,-8,8
COc1ccccc1NC(=O)c1ccccc1NS(=O)(=O)c1cccs1,-2,10,3.5,-1,14,-10,-6,-10,4
CC1CCC(NC(=O)c2cc(Cl)nc3ccccc23)CC1 (configuration not stated),-24,-14,-0.5,-4,-0.1,-11,5,1,2
O=C(c1ccc(S(=O)(=O)Nc2ccccc2F)cc1)N1CCN(c2ccccc2O)CC1,17,0,2.5,1,5.8,-3,-6,-9,7
Cc1ccccc1OCCSc1nc(N(C)C)nc(N(C)C)n1,-11,26,-0.7,-9,0.4,-23,-1,-8,8
CC(C)C(=O)N1CCCC1(C)C(=O)Nc1cccc(Oc2ccccc2)c1 (configuration not stated),-25,-20,.,-5,-0.4,.,0,.,0
Cn1c(=O)c([N+](=O)[O-])c(N2CCSCC2)c2ccccc21,-17,14,0.7,-1,8.7,-2,-10,-3,0
CCN1CCN(c2ccc(N3CCN(S(=O)(=O)c4ccc(C)c([N+](=O)[O-])c4)CC3)nn2)CC1,1,-10,-0.1,-7,-0.5,-12,3,-13,-1
O=C(NCCCn1ccnc1)c1ccc(S(=O)(=O)N2CCOCC2)cc1,-6,12,-0.2,-4,0.2,11,-3,-2,1
COc1cc2c(cc1OC)CN(c1ccc([N+](=O)[O-])cc1C#N)CC2,23,7,1.1,-4,1.4,-7,0,-9,4
CC(=O)Nc1ccc(S(=O)(=O)NC2C3(C)CCC(C3)C2(C)C)cc1 (configuration not stated),-1,-5,.,3,1.1,.,-1,.,8
CC1(C)CC(=O)C=C(NCCO)C1,-6,18,2.1,-5,1.5,9,-10,-6,19
COc1ccccc1/C=C(/NC(=O)c1ccccc1)C(=O)NCCCn1ccnc1,-20,-3,-0.1,-3,-0.1,-10,-10,-5,0
C[C@H]1CN([C@@H](C)CO)C(=O)c2cccc(NC(=O)Nc3ccc(C(F)(F)F)cc3)c2O[C@@H]1CN(C)S(=O)(=O)c1ccc(Cl)cc1,15,6,2.5,-3,-0.1,-20,-6,-6,17
CCn1c(=O)c2sccc2n(Cc2ccc(C)cc2)c1=O,2,-16,0.1,3,-0.4,-16,3,13,-1
CC12C(=O)N(c3ccccn3)C(=O)C1C1C=CC2C1 (configuration not stated),0,-11,0.8,4,-0.2,0,13,-3,0
O=C(O)CCc1ccc(-c2cccs2)n1NC(=O)c1ccco1,-5,16,2.1,-1,0.4,-2,-3,-11,8
CCOC(=O)C1=C(COC(=O)CNC(=O)c2ccc(C)cc2)NC(=O)NC1C (configuration not stated),-4,18,-0.1,-4,1.2,-9,-8,6,1

# Continuation:
SMILES,TAAR1 antagonist,CHO-K1 Ca PAM,V1R ag counter,M1 ag,CHO-K1 Ca ag,CHO parental Ca,CHO-K1 Ca antag,OXTR potentiator,TAAR1 agonist
COc1cccc(C(C(=O)NC2CCCCC2)N(C(=O)c2ccco2)c2ccc(-n3cnnn3)c(C)c2)c1 (configuration not stated),5,3,0.2,-4,-0.1,-13,-7,-6,10
CCOc1ccccc1OCCC(=O)Nc1ccc2c(c1)OCO2,-7,2,0.2,0,1.2,-19,3,5,3
Cc1ccc(-c2csc(SCC(=O)Nc3cc(C)on3)n2)cc1,36,3,1.9,-5,1.1,13,2,-19,7
O=C(Nc1ccc(OCc2ccccc2)cc1)Nc1cccnc1,14,7,2.6,4,7.3,3,-4,-2,4
COc1ccc(N2CC(C)Cn3c2nc2c3c(=O)n(Cc3ccccc3)c(=O)n2C)c(OC)c1 (configuration not stated),-26,13,-1.8,-6,-1.0,-22,-16,1,-4
COc1ccc(N2CC(C(=O)NCCN3C(=O)S/C(=C\c4cccnc4)C3=O)CC2=O)c(OC)c1 (configuration not stated),-5,12,1.2,-8,1.4,-4,-3,-1,2
COc1ccccc1C(=O)NC(=S)Nc1ccc(N2CCOCC2)c(Cl)c1,-9,15,0.1,-2,0.5,6,-24,-8,4
C[C@H]1CN([C@@H](C)CO)C(=O)c2cc(C#Cc3ccccn3)cnc2O[C@@H]1CN(C)Cc1ccccc1,-9,18,.,-8,0.0,.,-7,.,0
O=C(COC(=O)c1ccc(OC(F)(F)F)cc1)NCCN1C(=O)CSC1=O,-10,-4,0.0,-3,0.7,-5,-2,-4,14
CN(C)S(=O)(=O)c1ccc(NC(=O)CNc2cc(S(=O)(=O)N3CCCC3)ccc2OCC(F)(F)F)cc1,-4,16,-0.8,-6,0.1,-7,-6,-10,1
Cc1cccc(NC(=S)NNC(=O)c2ccc3c(c2)OCO3)c1,12,17,1.8,-2,-0.2,3,-13,2,-1
O=Cc1ccc(F)c([B-](F)(F)F)c1,-9,6,.,-1,0.1,.,-5,.,6
O=C(NCc1ccc(Cl)cc1)c1ccc(Cn2cc(C(F)(F)F)ccc2=O)cc1,30,-7,7.6,-3,1.0,2,24,-4,66*
NC(CO)c1csc(Nc2ccc(C(=O)c3ccccc3)cc2)n1 (configuration not stated),5,-5,.,-5,0.2,.,5,.,1
COc1cc(C2NC(=O)NC(c3ccccc3)=C2C(C)=O)ccc1OCC#N (configuration not stated),-14,3,0.2,-4,0.4,-5,-11,0,2
CCCNC(=O)N(C)C[C@@H]1Oc2ncc(Br)cc2C(=O)N([C@H](C)CO)C[C@@H]1C,12,17,.,-3,0.6,.,-12,.,1
O=S(=O)(Nc1cccnc1)c1ccc(F)cc1,-4,18,0.5,2,7.9,-11,-2,-4,0
COc1ccc(C2=NN(C(=O)COC(=O)c3ccc(S(C)(=O)=O)c([N+](=O)[O-])c3)C(c3ccco3)C2)cc1 (configuration not stated),-15,10,0.6,-5,0.7,6,-3,-9,2
O=C1c2oc3ccccc3c(=O)c2C(c2cccnc2)N1Cc1ccco1 (configuration not stated),1,27,0.9,-3,0.7,-28,-18,-8,12
CCOC(=O)c1c(NC(=O)CSc2ccccc2C(=O)O)sc(C)c1C,-17,16,0.0,-3,-0.7,-19,-9,-4,-1
FC(F)(F)c1nc(N2CCCC2)ncc1-c1nnnn1-c1ccc(Cl)cc1,6,22,0.1,-4,1.2,47*,-8,-13,12
COC(=O)C1=C(N)Oc2cc(C)oc(=O)c2C1c1cccnc1 (configuration not stated),-10,10,-0.8,-2,-0.1,13,-4,0,0
C=CCN1c2ccccc2[C@]23C[C@@H](C(=O)OC)N(C(=O)CC(C)C)C2=NC(C(=O)OC)=C(C(=O)OC)[C@H]13,18,-14,-1.1,-7,-0.7,-29,-9,-1,7
Cc1ccc(C)c2nc(N3CCCC3)c(C#N)cc12,10,-2,-1.1,-3,-0.2,-37,8,-2,8
CCN(CC)S(=O)(=O)c1ccc(NC(=O)c2ccc(OCC3CCCO3)cc2)cc1 (configuration not stated),47,4,12,2,9.1,-4,-8,-12,17

# Later entries
SMILES,TAAR1 antagonist,CHO-K1 Ca PAM,V1R ag counter,M1 ag,CHO-K1 Ca ag,CHO parental Ca,CHO-K1 Ca antag,OXTR potentiator,TAAR1 agonist
Cc1nnc(SCC(=O)Nc2ncc(S(=O)(=O)c3ccc([N+](=O)[O-])cc3)s2)s1,-21,44*,1.0,-4,0.6,-4,1,0,6
O=C(NC(=S)Nc1cccc2[nH]ncc12)c1ccccc1,-16,9,-0.9,-1,1.0,-21,-14,-5,4
COCCOCCn1c(/C=C/c2ccccc2)nc2ccccc21,5,13,-1.3,-10,0.4,-35,-2,-14,-1
CC1CCCC(NC(=O)CN2CCN(S(=O)(=O)c3cccs3)CC2)C1C (configuration not stated),7,16,2.0,-6,2.6,-17,-11,-1,3
COc1ccc([N+](=O)[O-])cc1NC(=O)Cc1noc2ccccc12,-6,14,0.0,-3,1.4,1,-15,3,2
Cc1cccc(C)c1NC(=S)NCCSc1ccc(Cl)cc1,0,-10,1.7,-5,5.3,-3,-10,-18,-1
CCN(CC)S(=O)(=O)c1cc(NC(=O)C(CC(C)C)NC(N)=O)ccc1C (configuration not stated),-2,13,-0.3,-4,0.5,-13,-16,-14,3
CCOc1ccc(OCCNC(=O)c2oc3ccccc3c2COC)cc1,-2,-4,-1.0,-2,0.3,-14,-6,-3,-2
CC(C)Cc1nnc(NC(=O)CCC(=O)N2CCN(c3ccccc3F)CC2)s1,-9,-7,1.9,-6,-0.3,-10,-5,4,0
CCC(=O)OCCNc1nc(-c2ccccc2)nc2ccccc12,6,-6,-0.6,-5,2.2,3,0,-6,3
COc1ccc2sc3c(=O)[nH]c4ccccc4c3c2c1,-4,15,-0.2,-3,0.2,-18,-15,7,18
N#Cc1ccc2c(=O)n(-c3ccccc3)sc2c1,20,19,.,12,5.5,.,-12,.,32
CC(C)c1ccc(NC(=O)C2CC3CCC2C3)cc1 (configuration not stated),15,-8,-1.5,-6,0.2,-1,6,-5,-1

# Whole records, looked up by structure.
# CC(C)c1ccc(NC(=O)C2CC3CCC2C3)cc1 (configuration not stated) as listed: TAAR1 antagonist = 15; CHO-K1 Ca PAM = -8; V1R ag counter = -1.5; M1 ag = -6; CHO-K1 Ca ag = 0.2; CHO parental Ca = -1; CHO-K1 Ca antag = 6; OXTR potentiator = -5; TAAR1 agonist = -1
# COCCOCCn1c(/C=C/c2ccccc2)nc2ccccc21 as listed: TAAR1 antagonist = 5; CHO-K1 Ca PAM = 13; V1R ag counter = -1.3; M1 ag = -10; CHO-K1 Ca ag = 0.4; CHO parental Ca = -35; CHO-K1 Ca antag = -2; OXTR potentiator = -14; TAAR1 agonist = -1
